core dimer inh = HCV core protein dimerization inhibition. TR-FRET GST/Flag-core106 dimerization, 1536-well. inhibition, % at 5 µM. 300,000 compounds, 0.33% hits;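 active = inhibition above the mean of all tested compounds plus 3 SD, set per screening campaign, cut at about 45% in these data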
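Material: GST/Flag-tagged HCV core106 proteins. Incubation: 4 h, 22.5 °C incubation. Read-out basis: inhibition (%) from 671 over 617 nm ratio. Measured by: TR-FRET, excitation 340 nm, emission 617 and 671 nm.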
TPT1 inh = C. albicans TPT1 enzyme inhibition. inhibition, % at 5 µM. 300,000 compounds, 0.81% hits. recombinant caTPT1, FP RNA substrate dephosphorylation;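 active = inhibition above the mean of all tested compounds plus 3 SD, set per screening campaign, cut at about 24% in these data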;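 also: plate controls were DMSO alone for no effect and ferristatin control at 100 nM for full effect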
PP5 inh = PP5 (human) phosphatase inhibition; P53041; purified PP5c, OMFP substrate fluorescence; inhibition, % at 6.7 µM; 320,000 compounds, 0.18% hits; AID 1987;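 active = inhibition above the campaign's mean inhibition across all tested compounds plus 3 SD, cut at about 9.5% in these data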;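 also: 0% = DMSO only and 100% = 100 µM cantharidin control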
proCasp7 act = counter-screen: procaspase-7 (human) activation; recombinant procaspase-7, Ac-DEVD-pNA absorbance 405 nm; D23A/D198A/D206A triple mutant, cannot self-cleave; scale: DMSO 0, 5 µM enzyme 100; AID 463210; P55210; activation, % at 8.5 µM; 330,000 compounds, 0.093% hits;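 active = percent activation above the screen-wide mean plus 3 SD, cut at about 25% in these data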
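Material: Procaspase-7 triple mutant (PC-7 D3A) | Quantity: 2 µM procaspase-7 mutant as dispensed | Reagent: DEVD-pNA substrate | Times: 1 h preincubation, 2 h reaction | Technique: 405 nm absorbance of p-nitroaniline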
CTSL1 counter = blocks F. hepatica cathepsin L1 in PFM18AAP counter-screen. 300,000 compounds, 0.49% hits. inhibition, % at 5.96 µM. AID 1906. recombinant F. hepatica cathepsin L1, Z-Leu-Arg-MCA fluorescence;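 active = inhibition above the mean of all tested compounds plus 3 SD, set per screening campaign, cut at about 17% in these data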;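 also: 0% = plate median of test compound wells and 100% = 1 µM Z-Phe-Ala-diazomethylketone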
PAFAH2 FP inh = PAFAH2 (human) inhibition | Q99487 | recombinant PAFAH2, FP-rhodamine activity probe, fluorescence polarization | inhibition, % at 3.39 µM | 340,000 compounds, 0.99% hits | AID 492956;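 active = inhibition above the mean over all tested compounds plus 3 SD, cut at about 30% in these data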;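 also: inhibitors block probe labeling of enzyme so polarization drops; 0% = enzyme with DMSO and 100% = wells lacking PAFAH2 protein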
proCasp3 act = procaspase-3 (human) activation; 330,000 compounds, 0.11% hits; recombinant procaspase-3 D3A, Ac-DEVD-pNA absorbance 405 nm; P42574; activation, % at 8.5 µM;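 active = activation above the mean of all tested compounds plus 3 SD, cut at about 21% in these data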;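 also: 0% = DMSO alone and 100% = DMSO wells spiked with extra 5 µM PC-3 D3A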
Target sequence (P42574 whole entry D9A/D28A/D175A): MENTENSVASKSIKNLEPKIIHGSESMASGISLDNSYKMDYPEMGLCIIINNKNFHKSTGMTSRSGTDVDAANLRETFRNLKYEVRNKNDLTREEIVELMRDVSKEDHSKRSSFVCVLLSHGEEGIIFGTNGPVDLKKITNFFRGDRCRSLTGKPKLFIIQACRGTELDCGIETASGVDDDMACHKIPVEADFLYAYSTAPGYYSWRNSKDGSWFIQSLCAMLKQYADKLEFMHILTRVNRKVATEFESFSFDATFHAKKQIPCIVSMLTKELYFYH
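Evaluation: percent activation relative to control range; Material: Procaspase-3 D3A mutant, all three cleavage aspartates alanine; Compound: single dose, 8.5 µM nominal compound, 0.8% DMSO; Replication: one well per compound; Signal: absorbance at 405 nm, 0 and 120 min; Schedule: 1 h preincubation plus 2 h reaction at 25 °C.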
AHR act = human AHR activation. P35869. AHR-responsive luciferase reporter cells, luminescence. activation, % at 5 µM. 320,000 compounds, 2.5% hits; in the data active = activation above about 47%;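 also: 0% = vehicle wells and 100% = reference agonist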
Target sequence (P35869 whole entry, looked up): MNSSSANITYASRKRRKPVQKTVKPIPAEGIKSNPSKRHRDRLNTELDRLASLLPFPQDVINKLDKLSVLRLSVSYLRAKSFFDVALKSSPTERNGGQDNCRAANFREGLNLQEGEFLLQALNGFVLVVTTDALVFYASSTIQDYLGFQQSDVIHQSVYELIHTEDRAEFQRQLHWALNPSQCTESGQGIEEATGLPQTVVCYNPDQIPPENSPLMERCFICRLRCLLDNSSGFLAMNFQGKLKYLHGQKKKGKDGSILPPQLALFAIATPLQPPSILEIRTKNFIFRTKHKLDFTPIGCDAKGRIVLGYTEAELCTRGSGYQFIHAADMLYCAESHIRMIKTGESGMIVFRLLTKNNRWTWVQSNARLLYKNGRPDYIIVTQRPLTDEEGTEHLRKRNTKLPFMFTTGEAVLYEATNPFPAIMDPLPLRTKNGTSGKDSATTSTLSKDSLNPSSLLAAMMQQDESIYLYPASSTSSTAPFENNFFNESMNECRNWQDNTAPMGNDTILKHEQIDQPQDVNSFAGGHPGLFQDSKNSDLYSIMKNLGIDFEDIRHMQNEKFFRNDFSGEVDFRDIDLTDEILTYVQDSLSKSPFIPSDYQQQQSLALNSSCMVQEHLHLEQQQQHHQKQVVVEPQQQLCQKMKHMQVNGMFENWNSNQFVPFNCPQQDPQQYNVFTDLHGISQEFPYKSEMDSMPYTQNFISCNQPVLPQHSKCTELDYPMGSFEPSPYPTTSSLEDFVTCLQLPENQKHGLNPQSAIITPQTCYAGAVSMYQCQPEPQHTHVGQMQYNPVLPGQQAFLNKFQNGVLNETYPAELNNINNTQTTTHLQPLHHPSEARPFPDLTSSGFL
PP1 counter = blocks human PP1-alpha phosphatase, a PP5 counter-screen; purified PP1alpha, OMFP fluorescence; inhibition, % at 6.7 µM; 320,000 compounds, 0.9% hits;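 active = inhibition above the mean inhibition of all tested compounds plus 3 SD, computed separately for each screening campaign, cut at about 15% in these data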
* hit, by the source's call.

`CC(=O)C1=C(C)Nc2ncnn2C1c1ccc(Cl)cc1Cl` (configuration not stated) gave core dimer inh -1.8, TPT1 inh 2.4, PP5 inh -0.8, proCasp7 act -1.6, CTSL1 counter 4.2, PAFAH2 FP inh -1.0, proCasp3 act 6.5, AHR act -4.1 and PP1 counter 2.7.
For Cc1nn(-c2ccccc2[N+](=O)[O-])c(=O)c2ccccc12 the results were core dimer inh -2.3, TPT1 inh -2.2, PP5 inh 1.4, proCasp7 act -2.7, CTSL1 counter -6.9, PAFAH2 FP inh 5.1, proCasp3 act 2.3, AHR act -0.4 and PP1 counter -3.1.
C#CCOCCOCCOCCNc1nc(N2CCN(C(=O)[C@H]([C@@H](C)CC)n3cc([C@@H](N)CC(C)C)nn3)CC2)nc(N2CCN(C(=O)[C@H](CCCCN)n3cc([C@@H](N)CC(C)C)nn3)CC2)n1 was read as core dimer inh -8.6, TPT1 inh -4.0, PP5 inh 0.6, proCasp7 act 8.1, CTSL1 counter 9.9, PAFAH2 FP inh -5.0, proCasp3 act 2.2, AHR act 0.2 and PP1 counter 1.2.
`COc1cccc(CC(NC(C)=O)C(=O)NC2CCN(c3c(Cc4ccccc4)c(C)nc4ncnn34)CC2)c1OC` (configuration not stated) gave core dimer inh 5.9, TPT1 inh -2.3, PP5 inh -1.4, proCasp7 act -2.8, CTSL1 counter -5.1, PAFAH2 FP inh -0.8, proCasp3 act 2.9, AHR act 1.1 and PP1 counter -3.3.
Screening O=C(CSc1nc(-c2ccccc2)c(-c2ccccc2)o1)NCCCO returned core dimer inh 0.9, TPT1 inh -3.3, PP5 inh 0.8, proCasp7 act 3.1, CTSL1 counter -2.7, PAFAH2 FP inh 10.0, proCasp3 act -1.5, AHR act 2.2 and PP1 counter -2.7.
Cn1cccc1C(=O)OCc1csc(-c2ccccc2)n1 was read as core dimer inh 3.3, TPT1 inh 5.2, PP5 inh 2.6, proCasp7 act 1.5, CTSL1 counter 2.1, PAFAH2 FP inh -3.4, proCasp3 act 2.0, AHR act 40.3 and PP1 counter 3.0.
CCCC(c1nnnn1C(C)(C)CC)N1CCN(C2CCCC2)CC1 (configuration not stated) was read as core dimer inh 0.5, TPT1 inh -1.3, PP5 inh -0.9, proCasp7 act 9.3, CTSL1 counter -0.4, PAFAH2 FP inh -2.5, proCasp3 act 4.5, AHR act 1.0 and PP1 counter -3.2.
`COc1ccc(S(=O)(=O)N2CCC(C(=O)N(CC(C)C)C3CCS(=O)(=O)C3)CC2)cc1OC` (configuration not stated) gave core dimer inh 3.4, TPT1 inh 0.5, PP5 inh -1.3, proCasp7 act 2.1, CTSL1 counter 3.2, PAFAH2 FP inh 3.6, proCasp3 act -3.8, AHR act 1.2 and PP1 counter -3.3.
`Cc1cc(C(=O)N/N=C/c2c(C)n(C)c3ccccc23)n[nH]1` gave core dimer inh -26.1, TPT1 inh -0.5, PP5 inh 2.9, proCasp7 act 5.8, CTSL1 counter 7.8, PAFAH2 FP inh 2.3, proCasp3 act 9.8, AHR act 76.6* and PP1 counter -1.9.
Screening CCOC(=O)c1nnc(-c2ccc(C)cc2)nc1Sc1cccc(Cl)c1 returned core dimer inh 0.3, TPT1 inh 1.8, PP5 inh 2.6, proCasp7 act -7.0, CTSL1 counter 0.5, PAFAH2 FP inh 2.3, proCasp3 act 6.2, AHR act 6.6 and PP1 counter -2.5.

In the list so far, these contain an aryl thioether with sulfur outside any ring.
Screening O=C(CSc1nc(-c2ccccc2)c(-c2ccccc2)o1)NCCCO returned core dimer inh 0.9, TPT1 inh -3.3, PP5 inh 0.8, proCasp7 act 3.1, CTSL1 counter -2.7, PAFAH2 FP inh 10.0, proCasp3 act -1.5, AHR act 2.2 and PP1 counter -2.7.
Screening CCOC(=O)c1nnc(-c2ccc(C)cc2)nc1Sc1cccc(Cl)c1 returned core dimer inh 0.3, TPT1 inh 1.8, PP5 inh 2.6, proCasp7 act -7.0, CTSL1 counter 0.5, PAFAH2 FP inh 2.3, proCasp3 act 6.2, AHR act 6.6 and PP1 counter -2.5.

The main list resumes, starting two compounds before the break.
`Cc1cc(C(=O)N/N=C/c2c(C)n(C)c3ccccc23)n[nH]1` gave core dimer inh -26.1, TPT1 inh -0.5, PP5 inh 2.9, proCasp7 act 5.8, CTSL1 counter 7.8, PAFAH2 FP inh 2.3, proCasp3 act 9.8, AHR act 76.6* and PP1 counter -1.9.
Screening CCOC(=O)c1nnc(-c2ccc(C)cc2)nc1Sc1cccc(Cl)c1 returned core dimer inh 0.3, TPT1 inh 1.8, PP5 inh 2.6, proCasp7 act -7.0, CTSL1 counter 0.5, PAFAH2 FP inh 2.3, proCasp3 act 6.2, AHR act 6.6 and PP1 counter -2.5.
CC(=O)Nc1ccc(Nc2ccc3c4c(cc(=O)n3C)-c3ccccc3C(=O)c24)cc1 was read as core dimer inh 0.3, TPT1 inh -19.7, PP5 inh 1.0, proCasp7 act 3.5, CTSL1 counter -3.9, PAFAH2 FP inh 8.1, proCasp3 act 1.1, AHR act 0.4 and PP1 counter 0.4.
`C/C(=N\NC(=S)NC(C)C)c1ccc(-n2ccnc2)cc1` gave core dimer inh 0.3, TPT1 inh 2.5, PP5 inh 3.8, proCasp7 act -6.0, CTSL1 counter 3.7, PAFAH2 FP inh 0.1, proCasp3 act 3.7, AHR act 122.0* and PP1 counter 0.7.
Screening CC1CCCN(C2(O)C(=O)Nc3ccc(Br)cc32)C1 (configuration not stated) returned core dimer inh 4.2, TPT1 inh 1.1, PP5 inh -0.3, proCasp7 act 3.0, CTSL1 counter 2.7, PAFAH2 FP inh -6.0, proCasp3 act 8.2, AHR act 3.9 and PP1 counter 0.0.
`COc1ccc(CNC(=S)Nc2cc(OC)ccc2OC)cc1` gave core dimer inh -3.9, TPT1 inh -0.2, PP5 inh 1.7, proCasp7 act -7.0, CTSL1 counter -4.2, PAFAH2 FP inh -2.3, proCasp3 act 0.3, AHR act 6.0 and PP1 counter 62.9*.
For C=CCn1c(=O)c2ccccc2n2c(SCc3nnc(-c4ccccc4Br)o3)nnc12 the results were core dimer inh 7.8, TPT1 inh 2.0, PP5 inh 5.8, proCasp7 act -4.0, CTSL1 counter 2.4, PAFAH2 FP inh 6.4, proCasp3 act -1.5, AHR act 1.5 and PP1 counter -3.3.
For COc1cc(S(=O)(=O)N2CCCCC2)ccc1NC(=O)c1ccc(F)cc1 the results were core dimer inh -5.2, TPT1 inh -4.3, PP5 inh 2.2, proCasp7 act -1.3, CTSL1 counter 7.5, PAFAH2 FP inh 0.7, proCasp3 act 3.6, AHR act 1.5 and PP1 counter -5.6.
`COc1ccc(/C=C(/CC(=O)Nc2ccc(C)cc2)c2nc3ccccc3s2)cc1` gave core dimer inh 41.9, TPT1 inh 14.5, PP5 inh 2.2, proCasp7 act 3.2, CTSL1 counter 1.6, PAFAH2 FP inh -3.1, proCasp3 act -0.1, AHR act 19.8 and PP1 counter 13.0.
Screening CCCc1sc(N)nc1-c1ccc(Cl)cc1 returned core dimer inh -3.0, TPT1 inh 1.9, PP5 inh -0.1, proCasp7 act -3.2, CTSL1 counter -1.2, PAFAH2 FP inh 0.2, proCasp3 act 3.7, AHR act -0.6 and PP1 counter 2.5.
CC1(OC(=O)C2CCCC2)C(=O)C=C2C=C(c3ccsc3)N(CCc3ccccn3)C=C2C1=O (configuration not stated) was read as core dimer inh -0.8, TPT1 inh -6.0, PP5 inh 7.3, proCasp7 act -31.1, CTSL1 counter 1.6, PAFAH2 FP inh 5.3, proCasp3 act -11.8, AHR act 7.3 and PP1 counter -2.4.
Screening CCCS(=O)(=O)Nc1ccc2cn[nH]c2c1 returned core dimer inh 0.0, TPT1 inh 2.0, PP5 inh 2.3, proCasp7 act 4.5, CTSL1 counter 3.3, PAFAH2 FP inh 5.9, proCasp3 act 4.5, AHR act 6.8 and PP1 counter -0.3.
`CCOc1ccc(CNC(c2ccccc2)c2ccccc2)cc1` gave core dimer inh -8.6, TPT1 inh -3.0, PP5 inh 3.0, proCasp7 act 0.0, CTSL1 counter -2.1, PAFAH2 FP inh 12.4, proCasp3 act 2.6, AHR act 2.5 and PP1 counter 0.7.
COc1ccc(C2CC(c3cccs3)=NN2C(=S)Nc2ccccc2)cc1OC (configuration not stated) was read as core dimer inh -25.5, TPT1 inh 1.7, PP5 inh 5.1, proCasp7 act -25.7, CTSL1 counter 2.9, PAFAH2 FP inh -8.7, proCasp3 act -3.8, AHR act 3.1 and PP1 counter 1.9.
For O=C(CNC(=O)N1CC(=O)Nc2ccccc21)Nc1cccc(F)c1 the results were core dimer inh 6.5, TPT1 inh 0.8, PP5 inh 0.6, proCasp7 act 4.2, CTSL1 counter -2.0, PAFAH2 FP inh -0.6, proCasp3 act -0.9, AHR act 17.6 and PP1 counter -2.8.
`CC1CCCCN1C(=O)c1c([N+](=O)[O-])cnn1C` (configuration not stated) gave core dimer inh -4.1, TPT1 inh -0.7, PP5 inh 1.0, proCasp7 act 9.5, CTSL1 counter -1.0, PAFAH2 FP inh 2.4, proCasp3 act 5.7, AHR act -0.5 and PP1 counter -6.0.
`CCc1cccc(C)c1NC(=O)COC(=O)C1CCN(S(=O)(=O)c2ccccc2)CC1` gave core dimer inh -5.9, TPT1 inh -0.5, PP5 inh 0.1, proCasp7 act 6.8, CTSL1 counter 2.4, PAFAH2 FP inh 4.2, proCasp3 act 16.1, AHR act 1.4 and PP1 counter -1.2.
For N/C(=N\NS(=O)(=O)c1ccccc1C(F)(F)F)c1ccccn1 the results were core dimer inh -8.2, TPT1 inh -5.8, PP5 inh 0.8, proCasp7 act -1.4, CTSL1 counter -1.6, PAFAH2 FP inh 8.1, proCasp3 act 0.5, AHR act 0.1 and PP1 counter -1.4.
`Cc1nn(CC(=O)NCCCN2CCN(C)CC2)c(=O)c2cc(-c3ccccc3)nn12` gave core dimer inh -2.5, TPT1 inh -3.3, PP5 inh 1.6, proCasp7 act -5.1, CTSL1 counter 2.4, PAFAH2 FP inh -0.4, proCasp3 act 0.2, AHR act 0.6 and PP1 counter -2.8.
For Cc1noc(NS(=O)(=O)c2ccc(NC(=O)COc3ccccc3)cc2)c1C the results were core dimer inh 2.7, TPT1 inh -0.3, PP5 inh 2.5, proCasp7 act -1.6, CTSL1 counter -1.7, PAFAH2 FP inh -0.6, proCasp3 act -3.4, AHR act 1.8 and PP1 counter 1.9.
Cc1ccccc1NC(=O)CCC(=O)N/N=C/c1c[nH]c2ccccc12 was read as core dimer inh -1.0, TPT1 inh 1.7, PP5 inh 0.5, proCasp7 act 9.4, CTSL1 counter 4.8, PAFAH2 FP inh 6.3, proCasp3 act -8.2, AHR act 39.1 and PP1 counter 3.5.
CCC(C)n1c(SCC(=O)NC2CCS(=O)(=O)C2)nc2ccccc2c1=O (configuration not stated) was read as core dimer inh 2.2, TPT1 inh 2.8, PP5 inh 0.1, proCasp7 act 5.5, CTSL1 counter -0.2, PAFAH2 FP inh -0.5, proCasp3 act -5.4, AHR act 1.3 and PP1 counter -4.6.
Screening CCN1CCN(C(=O)CN(c2cccc(Br)c2)S(=O)(=O)c2ccccc2)CC1 returned core dimer inh -14.5, TPT1 inh -5.7, PP5 inh 3.3, proCasp7 act 7.0, CTSL1 counter 0.4, PAFAH2 FP inh 4.2, proCasp3 act 0.4, AHR act 4.0 and PP1 counter -0.9.
